Source: PubChem BioAssay
LAP4-GFP MLPCN: modulators of LAP4-GFP expression in yeast, primary screen, S. cerevisiae, multiplex flow cytometry, MLPCN library. 3 h; median GFP as percent of DMSO wells. GFP response vs DMSO, % at 10 µM. 320,000 tested, 0.34% active;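 active = GFP response vs DMSO above a set limit, about the screen mean plus 3 SD, cut at about 150% in these data; inconclusive = under 70 cell events counted for the yeast strain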
AHR activator: AHR activators, primary screen, cell-based, luminescence, luciferase reporter, human | activation, % at 5 µM | AHR-responsive luciferase reporter cells | AID 2796, 2010 | 320,000 tested, 2.5% active | Aryl hydrocarbon receptor (Homo sapiens), P35869; in the data active = activation above about 47%;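 note: 0% = vehicle wells and 100% = reference agonist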
Target sequence (P35869 whole entry, looked up): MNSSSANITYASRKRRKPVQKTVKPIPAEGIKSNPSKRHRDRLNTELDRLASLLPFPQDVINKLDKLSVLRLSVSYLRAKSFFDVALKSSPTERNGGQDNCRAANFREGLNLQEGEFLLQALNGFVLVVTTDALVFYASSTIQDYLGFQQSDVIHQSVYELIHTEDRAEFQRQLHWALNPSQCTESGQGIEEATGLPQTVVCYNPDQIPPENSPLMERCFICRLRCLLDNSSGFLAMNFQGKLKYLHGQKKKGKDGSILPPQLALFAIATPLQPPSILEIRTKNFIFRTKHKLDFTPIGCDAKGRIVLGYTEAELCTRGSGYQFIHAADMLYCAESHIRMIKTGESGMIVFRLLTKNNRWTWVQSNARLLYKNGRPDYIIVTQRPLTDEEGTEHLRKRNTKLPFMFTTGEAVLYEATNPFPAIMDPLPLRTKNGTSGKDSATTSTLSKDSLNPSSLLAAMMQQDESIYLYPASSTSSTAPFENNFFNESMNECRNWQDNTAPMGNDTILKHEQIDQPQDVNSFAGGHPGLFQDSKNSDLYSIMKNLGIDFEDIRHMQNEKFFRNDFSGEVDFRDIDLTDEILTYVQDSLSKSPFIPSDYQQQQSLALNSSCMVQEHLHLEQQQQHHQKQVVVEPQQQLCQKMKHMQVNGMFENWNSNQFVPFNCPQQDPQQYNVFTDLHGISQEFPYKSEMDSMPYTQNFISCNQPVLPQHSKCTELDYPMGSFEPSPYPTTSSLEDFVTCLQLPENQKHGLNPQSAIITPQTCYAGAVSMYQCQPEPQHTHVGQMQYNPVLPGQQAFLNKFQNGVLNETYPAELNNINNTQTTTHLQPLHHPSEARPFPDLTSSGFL
RPL19A TOR yeast: RPL19A-GFP expression modulators in yeast, primary screen, cell-based, S. cerevisiae, multiplex flow cytometry, MLPCN | S. cerevisiae RPL19A-GFP strain, 3 h; hits give low values | percent response vs DMSO, % at 10 µM | 330,000 tested, 0.3% active | AID 2025, 2009;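 active = percent response vs DMSO below 50%; inconclusive = fewer than 70 events counted for the yeast strain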;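 note: median channel GFP fluorescence of the barcoded RPL19A-GFP strain; ratio of sample median GFP to plate DMSO average so 100% = DMSO; lower means less RPL19A-GFP as with rapamycin TOR inhibition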
AGP1 TOR yeast: modulators of AGP1-GFP expression in yeast TOR pathway, primary screen, cell-based, multiplex flow cytometry, S. cerevisiae, MLPCN library; AID 2066, 2009; 320,000 tested, 0.02% active; 3 h; GFP as percent of DMSO wells; GFP response vs DMSO, % at 10 µM;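 active = GFP response relative to DMSO above a set limit, near screen average plus 3 SD, cut at about 150% in these data; inconclusive = fewer than 70 cells counted for the yeast strain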;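 note: median GFP channel fluorescence of the gated AGP1 strain per well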
proCasp7 act: procaspase-7 activators, primary screen, counter-screen for procaspase-3 activator project, biochemical, absorbance, HTS, human. recombinant procaspase-7, Ac-DEVD-pNA absorbance 405 nm; D23A/D198A/D206A triple mutant, cannot self-cleave; scale: DMSO 0, 5 µM enzyme 100. AID 463210, 2010. 330,000 tested, 0.093% active. activation, % at 8.5 µM. Caspase-7 (Homo sapiens), P55210;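 active = percent activation above the screen-wide mean plus 3 SD, cut at about 25% in these data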
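Test system: Procaspase-7 triple mutant (PC-7 D3A). Also added: Ac-DEVD-pNA substrate, 400 µM as added. Schedule: 1 h enzyme–compound preincubation and 2 h substrate reaction, both 25 °C. Signal: p-Nitroaniline absorbance at 405 nm, read at 0 and 120 min. Control set: low DMSO alone, high DMSO plus 5 µM PC-7.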
MEP2-GFP yeast: modulators of MEP2-GFP levels in yeast, primary screen, S. cerevisiae, multiplex flow cytometry, MLPCN library; 330,000 tested, 0.51% active; S. cerevisiae MEP2-GFP strain, 3 h; 100% = DMSO control level; GFP response vs DMSO, % at 10 µM;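 active = GFP response versus DMSO above a set limit, roughly screen mean plus 3 SD, cut at about 180% in these data; inconclusive = fewer than 70 cells counted for a yeast strain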;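 note: median GFP fluorescence of the barcode-gated MEP2-GFP cells per well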
CIT2-GFP yeast: modulators of CIT2-GFP expression in yeast, primary screen, S. cerevisiae, GFP fusion, multiplex flow cytometry, MLPCN library | 320,000 tested, 0.065% active | S. cerevisiae CIT2-GFP strain, 3 h; 100 means same as DMSO wells | GFP response vs DMSO, % at 10 µM | AID 2029, 2009;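 active = GFP response relative to DMSO above a set limit, near the screen mean plus 3 SD, cut at about 150% in these data; inconclusive = Fewer than 70 cells measured for a yeast strain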;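 note: ratio of well median GFP fluorescence to mean of DMSO wells on the plate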
proCasp3 act: activators of human procaspase-3 D3A mutant, primary screen, biochemical, absorbance, PC-3 D3A mutant, single concentration; AID 463141, 2010; activation, % at 8.5 µM; 330,000 tested, 0.11% active; Caspase-3 (Homo sapiens), P42574; recombinant procaspase-3 D3A, Ac-DEVD-pNA absorbance 405 nm;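 active = activation above the mean of all tested compounds plus 3 SD, cut at about 21% in these data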;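 note: 0% = DMSO alone and 100% = DMSO wells spiked with extra 5 µM PC-3 D3A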
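Assay system: Autoprocessing-dead procaspase-3 D3A mutant enzyme; also added: Ac-DEVD-pNA; doses: one concentration, 8.5 µM nominal, 0.8% DMSO; times: 1 h compound preincubation, 2 h substrate hydrolysis at 25 °C; technique: 405 nm absorbance of p-nitroaniline, reads at 0 and 120 min; measure: % activation between DMSO and enzyme-spiked controls; repeats: single replicate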
An asterisk follows results filed as active; ? = inconclusive; . = no result given; [ ] = remark or other dose.

SMILES | LAP4-GFP MLPCN | AHR activator | RPL19A TOR yeast | AGP1 TOR yeast | proCasp7 act | MEP2-GFP yeast | CIT2-GFP yeast | proCasp3 act
O=C(CSc1nnc2ccccn12)NCCc1ccc(F)cc1 | 105 | 0 | 99 | 105 | 1 | 96 | 102 | 3
Cc1ccc(-c2nnc(SCC(=O)NC3CCCC3)n2C)cc1 | 89 | -1 | 98 | 94 | 2 | 97 | 96 | -2
O=C(CN1CCN(Cc2ccc3c(c2)OCO3)CC1)NCC(F)(F)F | 114 | 0 | 102 | 103 | 8 | 109 | 102 | 2
CCC(=O)Nc1ccc(Br)cn1 | 105 | 0 | 101 | 121 | 7 | 98 | 97 | 2
O=[N+]([O-])c1ccccc1/C=N/n1c(C2CCCCC2)n[nH]c1=S | 98 | 2 | 107 | 105 | -26 | 106 | 104 | -26
Nc1ccc2nn(-c3cccc4ccccc34)nc2c1 | 101 | 48* | 74[may fluoresce violet] | 14[may fluoresce violet] | 5 | 100 | 73 | 5
Cc1cccc(COCC(Cc2ccccc2)N2CCN(C(=O)c3cccc(Cl)c3)CCC2=O)c1 (stereo not drawn) | 137 | -1 | 95 | 79 | -2 | 90 | 67 | 13
O=C(COc1ccccc1Cl)N(Cc1cccs1)C1CCS(=O)(=O)C1 (stereo not drawn) | 97 | 0 | 103 | 102 | -1 | 101 | 104 | -1
O=C(CC1CCOCC1)Nc1ccc(Cl)c(Cl)c1 | 102 | 11 | 104 | 109 | 7 | 91 | 95 | -10
O=C(Nc1ccc2[nH]ncc2c1)c1ccc(F)cc1 | 96 | 15 | 108 | 106 | -1 | 108 | 106 | -5
Cc1nc(N2CCOCC2)c2c(C)c(C(=O)Nc3ccc(F)cc3Cl)sc2n1 | 104 | 1 | 99 | 103 | 2 | 99 | 105 | -9
CC(=O)c1ccc(NC(=O)C2CC2c2ccccc2)cc1 (stereo not drawn) | 130 | 7 | 97 | 104 | 0 | 92 | 103 | -2
Cc1ccccc1NC(=O)/C(C#N)=C\c1cc(C)n(-c2ccc(C(=O)O)cc2)c1C | 129 | -11 | 101 | 104 | 4 | 118 | 89 | 7
COC(=O)C(Cc1c[nH]c2ccccc12)NC(=O)C1CC1 (stereo not drawn) | 102 | 14 | 99 | 94 | 1 | 92 | 99 | 1
Cc1ccc(-n2c(N)cc(=O)nc2SCC(=O)N2CCN(c3ccccc3)CC2)cc1 | 95 | 2 | 94 | 96 | 6 | 97 | 97 | 0
C/C(CCc1ccccc1)=N\NC(=S)NCCc1ccccc1 | 105 | 4 | 102 | 96 | 1 | 102 | 104 | -4
CCOC(=O)C1CCN(CC(=O)N2CCc3ccccc32)CC1 | 93 | 3 | 99 | 86 | 2 | 100 | 97 | -6
CCOC(=O)C1CCN(C(=O)Cc2cccs2)CC1 | 101 | 2 | 103 | 106 | 4 | 111 | 101 | -5
COc1ccc(NCCC(O)c2ccc(Cl)cc2)cc1 (stereo not drawn) | 92 | 4 | 101 | 96 | -6 | 105 | 98 | -3
O=C(CN1CCN(C(=O)c2cccc(S(=O)(=O)N3CCCC3)c2)CC1)Nc1ccc(F)cc1 | 100 | 2 | 99 | 94 | 2 | 98 | 99 | 9
COC(=O)C(C)Sc1snnc1-c1ccccc1 (stereo not drawn) | 109 | 2 | 108 | 104 | -14 | 108 | 102 | 3
C=CCn1c(=N)c(C(=O)NCCCOC)cc2c(=O)n3cccc(C)c3nc21 | 83[may fluoresce violet] | 6 | 34*[may fluoresce violet] | . | -11 | 173[may fluoresce violet] | ? | -8
Cc1cc(Sc2nc(NC(C)(C)C)nc(N3CCOCC3)n2)nc(Cl)n1 | 84[may fluoresce red] | 1 | ? | 84[may fluoresce red] | 3 | 101[may fluoresce red] | 111[may fluoresce red] | -2
CCN1/C(=C/C(C)=O)Sc2ccc(OC)cc21 | . | -1 | 100 | 90 | 5 | 90 | 85 | 2
COc1ccc(C2=NN(C(=O)CCC(=O)O)C(c3ccc([N+](=O)[O-])cc3)C2)cc1 (stereo not drawn) | 100 | . | 103 | 92 | . | 102 | 103 | .

(continued)
SMILES | LAP4-GFP MLPCN | AHR activator | RPL19A TOR yeast | AGP1 TOR yeast | proCasp7 act | MEP2-GFP yeast | CIT2-GFP yeast | proCasp3 act
Cc1cccc(Cn2ncc(Cl)c(Cl)c2=O)c1 | ? | 2 | ? | ? | 7 | ? | ? | 3
COc1cc(OC)c(C(=O)Nc2ccc(C(=O)c3ccccc3)cc2)cc1OC | 102 | -8 | 105 | 99 | -4 | 113 | 99 | -1
CCCOc1ccccc1N/C(=N\S(=O)(=O)c1ccc(C)cc1)Nc1nc(C)cc(C)n1 | 93 | -1 | 95 | 99 | 8 | 101 | 101 | -4
O=S1(=O)N=C(SCCO)c2ccccc21 | ? | 5 | ? | 89[may fluoresce red] | -10 | 87[may fluoresce red] | 89[may fluoresce red] | -9
O=C(NCc1nc2ccccc2[nH]1)C1=C[C@H](c2coc3ccccc3c2=O)C[C@H](OCCCCO)O1 | 100 | 3 | 99 | 86 | -4 | 89 | 91 | 0
CCn1c(SCC(=O)NCc2ccccc2)nnc1-c1ccccc1O | 98 | -1 | 97 | 105 | 12 | 107 | 104 | 3
CN1CCCN(C(=O)C2CCCCC2)CC1 | 93 | -1 | 102 | 99 | 7 | 100 | 102 | 5
O=C(/C=C/c1ccccc1)NCCSCc1ccccc1 | 98 | 8 | 102 | 87 | -5 | 100 | 90 | 10
CC(C)(CC(=O)O)CC(=O)NCc1c(Cl)cccc1Sc1ccc(Cl)cc1 | . | -1 | 105 | . | 6 | 107 | . | -5
COc1ccc(CC(=O)NCC(=O)N/N=C(/C)c2ccco2)cc1 | 104 | 9 | 100 | 107 | 13 | 98 | 103 | -5
O=C(Cc1c(F)cccc1Cl)NCc1cccnc1 | 75 | 2 | 94 | 92 | 8 | 91 | 100 | 3
O=C(Nc1nc(-c2ccc(F)c(F)c2)cs1)c1ccc(OCC2CCCO2)cc1 (stereo not drawn) | 90 | 8 | 99 | 97 | -9 | 97 | 99 | 5
CCOc1cc(/C=N/NC(=O)c2cccnc2)ccc1OCc1ccc(C(=O)OC)o1 | 104 | 5 | 94 | 104 | 6 | 97 | 97 | -4
CC1CCCN(CCCNC(=O)c2ccc(CS(=O)(=O)c3c(Cl)cccc3Cl)o2)C1 (stereo not drawn) | 90 | 2 | 96 | 96 | 0 | 99 | 100 | 7
COc1ccc(C)cc1NC(=O)CN(c1ccc(F)cc1)S(C)(=O)=O | 99 | 4 | 103 | 101 | 7 | 103 | 98 | 3
CC(CN1C(C)CCCC1C)OC(=O)c1ccc(F)cc1 (stereo not drawn) | 115 | -1 | 109 | 99 | 0 | 114 | 101 | -5
Cc1ncc(CN2CCCC(C(=O)Nc3ccc(-n4ccnc4C)cc3)C2)cn1 (stereo not drawn) | 102 | 0 | 104 | 106 | 9 | 103 | 111 | 6
CCn1nccc1C(=O)Nc1ccc(C(=O)OC(C)C)cc1 | 103 | 6 | 104 | 99 | -4 | 108 | 102 | 9
O=C(CN1C(=O)S/C(=C\c2ccc(F)cc2)C1=O)Nc1cccc(S(=O)(=O)NCc2ccco2)c1 | 103 | -5 | 100 | 104 | 0 | 102 | 104 | -8
COC(=O)[C@H](C)NC(=O)NCc1ccc(F)cc1 | 103 | 0 | 98 | 100 | 0 | 97 | 94 | -7
NC(=O)NC(=O)COC(=O)c1ccc2noc(-c3ccccc3)c2c1 | 98 | 14 | 101 | 104 | 3 | 106 | 97 | -3
CCCC(=O)N(c1ccc2oc(C)c(C(C)=O)c2c1)S(=O)(=O)c1ccc(C)c([N+](=O)[O-])c1 | 96 | -4 | 102 | 99 | 6 | 102 | 94 | -5
Cc1ccc(S(=O)(=O)N2CCN(CC(O)c3ccccc3)CC2)cc1 (stereo not drawn) | 97 | 0 | 100 | 100 | 9 | 104 | 98 | -5
Cc1noc(C)c1S(=O)(=O)Nc1ccc(C(=O)N2CCC(C)CC2)cc1 | 90 | 5 | 97 | 96 | 3 | 103 | 97 | 9
O=S(=O)(c1ccc(SCCOc2ccc(Cl)cc2)nc1)N1CCCC1 | 100 | 3 | 98 | 95 | -36 | 93 | 93 | -18

Remaining list, next part.
SMILES | LAP4-GFP MLPCN | AHR activator | RPL19A TOR yeast | AGP1 TOR yeast | proCasp7 act | MEP2-GFP yeast | CIT2-GFP yeast | proCasp3 act
CC1CC(C)CN(C(=S)SCc2nc(N)nc(Nc3ccccc3)n2)C1 (stereo not drawn) | 102 | 4 | 94 | 100 | -1 | 92 | 93 | 2
CSc1ccc(C2NC(=O)CCC2[N+](=O)[O-])cc1 (stereo not drawn) | 98 | . | 106 | 102 | . | 110 | 103 | .
CN(C(=O)CSc1nc2ccccc2c(=O)n1-c1ccccc1Cl)C1CCS(=O)(=O)C1 (stereo not drawn) | 94 | -1 | 103 | 101 | -4 | 103 | 110 | -5
COc1ccccc1N1CCN(/N=C/C=C/c2ccccc2[N+](=O)[O-])CC1 | 105 | 12 | 96 | 97 | -12 | 100 | 96 | -11
COc1ccc(C)cc1S(=O)(=O)N1CCc2ccccc2C1 | 94 | 3 | 96 | 93 | 5 | 101 | 86 | 0
COC(=O)/C=C(\C)NC(=O)c1ccc(F)cc1 | 99 | -2 | 99 | 100 | 1 | 99 | 97 | 4
COc1ccccc1NC(=O)c1ccccc1C(=O)O | 111 | 1 | 102 | 100 | -1 | 101 | 104 | 6
Brc1ccc(/C=C/C=N/Nc2nc3ccccc3s2)cc1 | 98 | 14 | 100 | 107 | -5 | 100 | 103 | 3
Cc1ccc(Cn2c(=O)cc(C(=O)O)c3ccccc32)cc1 | 100 | 0 | 99 | 95 | -1 | 98 | 116 | -3
O=C(CSC1=NS(=O)(=O)c2ccccc2N1)c1ccccc1 | 99 | -1 | 97 | 100 | 6 | 100 | 106 | -2
O=c1c(Cl)c(NCc2ccccc2Cl)cnn1C12CC3CC(CC(C3)C1)C2 | 96 | -1 | 95 | 101 | 4 | 93 | 89 | -2
COc1ccc2[nH]c(=O)c(CNc3ccc(C)c(C)c3)cc2c1 | 90 | 7 | 92 | 92 | -9 | 95 | 89 | -3
CCOC(=O)C(C)Oc1cccc2c(=O)n(CC(=O)NCc3ccccc3)ccc12 (stereo not drawn) | 104 | -2 | 97 | 106 | 0 | 97 | 97 | 1
COc1ccc(C(=O)N2CCCC(Nc3ccc(F)c(F)c3)C2)c(OC)n1 (stereo not drawn) | 87[may fluoresce red] | 5 | ? | 102[may fluoresce red] | 1 | 104[may fluoresce red] | 102[may fluoresce red] | 0
